PglD DTNB = PglD (C. jejuni) enzyme inhibition; inhibition, % at 12.5 µM; purified PglD enzyme, DTNB colorimetric CoA detection; 360,000 compounds, 0.098% hits; in the data active = inhibition above about 16%, passing the limit was not always enough; note: strong numbers were not always called active
FN deposition inh = fibronectin deposition inhibition; 350,000 compounds, 0.086% hits; AH1F fibroblasts, Alexa488-fibronectin deposition fluorescence, overnight; inhibition, % at 12.6 µM; AID 743247;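 active = mean inhibition across replicates of 30% or more, regardless of how many single replicates reach that level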;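 note: positive control wells lacked labelled fibronectin entirely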
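Assay system: AH1F fibroblast monolayer, labelled fibronectin deposition. Amount: 10000 cells per well. Also added: labelled fibronectin 24 nM. Compound: single-point pinned compound. Incubation: cell attachment 1 h, compound and FN exposure overnight. Detection: fluorescence after three HBSS washes, excitation 485 nm, emission 525 nm. Read-out: inhibition of fibronectin deposition signal.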
INS-1E GSIS act = primary screen for activators of insulin secretion dependent on glucose, INS-1E cells, GLuc reporter luminescence; activation, % at 16.6 µM; INS-1E GLuc reporter insulin secretion, 2-3 h; 370,000 compounds, 0.61% hits;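 active = lowest replicate activation of at least 40%, so every replicate reaches that level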;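 note: 0% = median of neutral control wells and 100% = median of IBMX positive control wells; some compounds called inactive have numbers as strong as hits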
Cneo AK release = causes C. neoformans cell lysis. lysis activity, % at 15 µM. 360,000 compounds, 0.2% hits. adenylate kinase release luminescence, 4 h; normalised: neutral wells 0, clomiphene wells 100;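 active = mean lysis activity across replicates of at least 80%, whatever share of replicates individually reach that level; inactive = mean lysis activity below 80%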
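Schedule: static 4 h at 37 °C with compound, 1 h detection; system: C. neoformans cells; benchmarks: Clomiphene as positive control; buffer or medium: fresh YPD medium; measure: luminescence rise reflecting yeast cell lysis; measured by: luminescent adenylate kinase detection reagent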
Statin myotox sup = suppression of simvastatin myotoxicity; C2C12 myotubes + simvastatin, ATP luminescence, 48 h; scaled: DMSO 0, geranylgeraniol control 100; rescue of ATP level, % at 7.49 µM; 330,000 compounds, 0.78% hits; AID 602340;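 active = mean ATP rescue above about 67%, or every replicate alone reaching that limit, limit read from the data, passing the limit was not always enough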;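 note: myotubes were challenged with 10 µM simvastatin during compound exposure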
F508del corr = correctors of CFTR F508del function in bronchial epithelial cells | CFBE cells, YFP halide quenching; stimulated with forskolin plus potentiator P3; % fluorescence drop versus neutral controls | activity (quench increase), % at 7.58 µM | 350,000 compounds, 0.36% hits;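 active = mean added fluorescence quench of at least 8% versus neutral control, with both replicates also reaching 8%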;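 note: cells transiently co-express mutant CFTR-F508del with the halide-sensitive YFP; corrector assay measuring rescue of mutant channel to the surface after 24 h compound exposure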
miR-122 sensor = miR-122 inhibition in Huh7 cells; Huh7 miR-122 Renilla luciferase sensor, 48 h; neutral wells = 0, positive control = 100; 340,000 compounds, 0.3% hits; activation (reporter increase), % at 12.5 µM; AID 602342;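 active = mean replicate activation score at least 90 and every replicate individually at or above 90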;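 note: higher luciferase means less miR-122 activity so hits act as miR-122 inhibitors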
PGC1a acetyl inh = modulators of PGC1a acetylation; U2OS PGC1a acetylation, AlphaScreen anti-acetyl-lysine; with virally co-expressed GCN5 acetyltransferase; inhibition, % at 15.6 µM; 350,000 compounds, 0.17% hits; AID 651687;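 active = every replicate shows inhibition of at least 40%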;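 note: 0% = neutral control wells and 100% = positive control wells; some results beyond the cut were filed as inactive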
Numbers without * were called inactive; / = not tested or not shown; & = joins results of further samples; [ ] = remark or other dose.

SMILES	PglD DTNB	FN deposition inh	INS-1E GSIS act	Cneo AK release	Statin myotox sup	F508del corr	miR-122 sensor	PGC1a acetyl inh
COc1ccc(C(O)c2ncc(-c3ccccc3)[nH]2)c(OC)c1 (stereo unspecified)	-0.6	-2.5	/	0.6	-3.2	1.4	7.5	/
COC(=O)C1CCN(C(=O)COC(=O)c2ccc3[nH]c4c(c3c2)CCCC4)CC1	1.1	3.7	6.9	-0.4	-5.2	-1.3	/	/
CCCNC(=O)[C@H]1N[C@H]2c3ccc(C4=CCCC4)c(=O)n3C[C@H]2[C@@H]1CO	-1.8	/	-3.3	-1.5	-21.6	1.2	0.9[16.7 µM]	-2.7
C[C@@H]1CN([C@H](C)CO)C(=O)c2cc(NC(=O)Cc3ccccc3)ccc2O[C@@H](C)CCCCO[C@H]1CN(C)Cc1ccc2c(c1)OCO2	3.0	/	-14.0	3.4	/	1.6	0.3[16.7 µM]	-6.8
COc1ccc(S(=O)(=O)Nc2ccc3c(c2)C(=O)N([C@H](C)CO)C[C@H](C)[C@H](CN(C)CC2CCCCC2)OCCCC[C@@H](C)O3)cc1	2.0	/	7.0	-9.2	/	-0.6	-3.6[16.7 µM]	-0.4
C[C@@H]1CN([C@H](C)CO)C(=O)Cc2cc(NC(=O)CCCCCC(=O)Nc3ccccc3N)ccc2O[C@@H]1CN(C)S(=O)(=O)c1cn(C)cn1	-1.6	1.1	-3.3	-4.2	-3.7	-0.6	-2.8[16.7 µM]	0.4
N#C/C(=N\Nc1ccc(Cl)cc1)C(=N)N1CCCCCC1	/	-1.5	-9.9	/	/	0.4	/	4.5
CC(C)c1cc(C(=O)N2CCCC(Nc3ccc(F)c(F)c3)C2)nc(N)n1 (stereo unspecified)	-3.0	-3.1	-9.1	-2.4	-5.3	0.9	-5.8	7.4
COc1ccccc1/C=N/n1nnnc1N	-5.0	-0.5	16.4	-0.8	-1.4	3.3	/	-6.8
CSc1nnc(-c2ccc(F)cc2)o1	5.1	/	/	-0.4	1.3	/	1.1	10.2
CC1Cc2ccccc2N1C(=O)COC(=O)CSc1ccc(F)cc1 (stereo unspecified)	/	3.0	-9.1	/	-9.5	0.1	/	/
CC=Cc1ccc2n(c1=O)C[C@@H]1[C@@H](CO)[C@H](C(=O)NC3CCCCC3)N(CCC)[C@H]21 (mixture of isomers)	3.4	-7.6	9.8	/	3.8	1.6	3.9[16.7 µM]	-6.5
O=C(Nc1nc2ccccc2s1)c1ccc(OCC2CCCO2)cc1 (stereo unspecified)	1.1	0.1	-8.6	-9.5	/	/	1.7	/
COc1ccc(NC(=O)c2cc([N+](=O)[O-])ccc2N2CCN(C)CC2)cc1	/	0.0	5.2	/	/	2.1	/	1.8
O=C(Cn1cnnn1)NCc1ccccc1	-1.8	5.2	7.9	1.2	-5.5	1.1	-4.1	/
CCOC(=O)CCn1nc(-c2ccc(C)cc2)c2ccccc2c1=O	/	-10.1	-9.9	/	/	-1.8	/	-2.6
COc1cc(C(=O)NC(C)Cc2cccs2)cc(OC)c1OC (stereo unspecified)	-0.4	-4.1	5.6	1.8	4.8	/	-1.5	-10.0
COc1ccc(NC(=O)Nc2ccc3c(c2)C(=O)N([C@@H](C)CO)C[C@H](C)[C@@H](CN(C)C(=O)Nc2ccccc2)O3)cc1	3.5	/	2.6	-0.4	13.1	-2.2	-4.6[16.7 µM]	6.8
NS(=O)(=O)c1ccc(NC(=O)c2cc(=O)c3ccccc3o2)cc1	-7.9	9.4	14.5	1.5	-6.2	4.6	/	/
Cc1occc1C(=O)N/N=C/c1c(O)ccc2ccccc12	-6.1	8.2	-8.9	-1.7	37.2	10.4*	-17.7	/
CCCCCCCOc1ccc(OC(=O)c2ccncc2)cc1	4.8	/	9.1	-1.4	33.4	-5.0	-0.1	1.5
CCC1Sc2ccc(S(=O)(=O)CCC(=O)N3CCc4ccccc43)cc2NC1=O (stereo unspecified)	-4.6	6.7	0.6	1.2	-35.6	0.4	-0.9	4.0
Cc1cccc(NC(=O)CNC(=O)N2CC(=O)Nc3ccccc32)c1C	/	6.1	15.7	/	6.0	-1.6	-0.5	2.7
O=S(=O)(Nc1ncn[nH]1)c1ccc(Cl)cc1	-9.5	13.7	-8.4	6.2	/	/	-1.8	/

Reformatted field by field: part of the list above
SMILES: COc1cc(C(=O)NC(C)Cc2cccs2)cc(OC)c1OC (stereo unspecified)
- PglD DTNB: -0.4
- FN deposition inh: -4.1
- INS-1E GSIS act: 5.6
- Cneo AK release: 1.8
- Statin myotox sup: 4.8
- F508del corr: /
- miR-122 sensor: -1.5
- PGC1a acetyl inh: -10.0

SMILES: COc1ccc(NC(=O)Nc2ccc3c(c2)C(=O)N([C@@H](C)CO)C[C@H](C)[C@@H](CN(C)C(=O)Nc2ccccc2)O3)cc1
- PglD DTNB: 3.5
- FN deposition inh: /
- INS-1E GSIS act: 2.6
- Cneo AK release: -0.4
- Statin myotox sup: 13.1
- F508del corr: -2.2
- miR-122 sensor: -4.6[16.7 µM]
- PGC1a acetyl inh: 6.8

SMILES: NS(=O)(=O)c1ccc(NC(=O)c2cc(=O)c3ccccc3o2)cc1
- PglD DTNB: -7.9
- FN deposition inh: 9.4
- INS-1E GSIS act: 14.5
- Cneo AK release: 1.5
- Statin myotox sup: -6.2
- F508del corr: 4.6
- miR-122 sensor: /
- PGC1a acetyl inh: /

SMILES: Cc1occc1C(=O)N/N=C/c1c(O)ccc2ccccc12
- PglD DTNB: -6.1
- FN deposition inh: 8.2
- INS-1E GSIS act: -8.9
- Cneo AK release: -1.7
- Statin myotox sup: 37.2
- F508del corr: 10.4*
- miR-122 sensor: -17.7
- PGC1a acetyl inh: /

Single records, as listed above.
`COc1ccc(S(=O)(=O)Nc2ccc3c(c2)C(=O)N([C@H](C)CO)C[C@H](C)[C@H](CN(C)CC2CCCCC2)OCCCC[C@@H](C)O3)cc1` as listed: PglD DTNB = 2.0; FN deposition inh = /; INS-1E GSIS act = 7.0; Cneo AK release = -9.2; Statin myotox sup = /; F508del corr = -0.6; miR-122 sensor = -3.6[16.7 µM]; PGC1a acetyl inh = -0.4
`COc1ccc(NC(=O)c2cc([N+](=O)[O-])ccc2N2CCN(C)CC2)cc1` as listed: PglD DTNB = /; FN deposition inh = 0.0; INS-1E GSIS act = 5.2; Cneo AK release = /; Statin myotox sup = /; F508del corr = 2.1; miR-122 sensor = /; PGC1a acetyl inh = 1.8
`Cc1cccc(NC(=O)CNC(=O)N2CC(=O)Nc3ccccc32)c1C` as listed: PglD DTNB = /; FN deposition inh = 6.1; INS-1E GSIS act = 15.7; Cneo AK release = /; Statin myotox sup = 6.0; F508del corr = -1.6; miR-122 sensor = -0.5; PGC1a acetyl inh = 2.7

Continuation.
SMILES	PglD DTNB	FN deposition inh	INS-1E GSIS act	Cneo AK release	Statin myotox sup	F508del corr	miR-122 sensor	PGC1a acetyl inh
C[C@H](CO)N1C[C@H](C)[C@@H](CN(C)Cc2ccccc2)Oc2ccc(NC(=O)CCC(F)(F)F)cc2C1=O	1.0	/	12.3	-5.2	-12.3	0.9	-6.2[16.7 µM]	-4.9
O=C(CN1C(=O)c2ccccc2S1(=O)=O)NC1CC2CCC1C2 (stereo unspecified)	-1.2	-8.5	14.0	-0.2	0.0	0.6	4.1	3.3
C[C@H]1CN([C@@H](C)CO)C(=O)c2cccc(NC(=O)C3CCOCC3)c2O[C@H]1CN(C)CC1CCCCC1	4.9	-6.1	11.3	-0.6	-8.4	1.1	28.7[16.7 µM]	16.7
Nc1ccc(CN2CCOCC2)cc1	/	0.2	6.1	/	/	-0.3	/	-13.1
COc1ccc(CNC(=O)C2CCN(S(=O)(=O)c3cccc(C(F)(F)F)c3)CC2)cc1	-2.6	5.4	-10.0	0.9	2.4	-1.3	-6.4	-23.0
Cc1ccc(S(=O)(=O)C(CCC(=O)c2ccc(Cl)cc2)C(N)=O)cc1 (stereo unspecified)	-2.7	-1.2	/	-0.1	-2.3	/	-5.8	6.4
COc1cc(/C=C/C(=O)OCC(=O)NC(=O)NCc2ccco2)ccc1OC(F)F	3.3	7.0	11.8	1.5	4.1	1.9	-1.5	6.0
Cc1c(C(=O)NC2CCCc3ccccc32)oc2ccc(S(=O)(=O)N3CCCCC3)cc12 (stereo unspecified)	8.1	-4.6	15.2	6.1	/	/	10.6	/
C[C@H]1CN([C@@H](C)CO)S(=O)(=O)c2ccc(C#Cc3ccncc3)cc2O[C@@H]1CN(C)C(=O)C1CCCCC1	2.5	/	-13.3	4.4	-25.7	3.3	26.6[16.7 µM]	-11.6
CCCCOCP(=O)(CC)COCCCC	-1.9	/	11.9	0.2	12.0	/	-0.8	-4.7
CCC1(c2ccccc2)NC(=O)N(CC(=O)NNC(=O)c2ccc(F)cc2)C1=O (stereo unspecified)	-2.8	0.5	-1.3	/	1.3	-2.2	-2.2	-12.7
Cc1cc(C)[n+]2n1C(=O)C(c1ccccc1)=C2[O-]	-6.6	-0.9&-1.2	17.3	6.6	/	1.4&0.4	6.5&-0.4	5.8&11.3
O=C(CNC(=O)c1ccc(OC(F)F)cc1)NCc1ccccn1	-5.4	6.0	12.3	-0.1	-7.9	1.5	-2.3	11.7
COc1ccc(-n2nc(C(=O)NCC(=O)NCc3ccc(F)cc3)c3ccccc3c2=O)c(OC)c1	-0.8	5.3	8.0	-0.7	-4.0	/	-5.2	0.3
O=C(N/N=C/c1cccs1)/C(=C/c1ccccc1)NC(=O)c1ccccc1	0.9	-2.7	-3.7	4.8	/	-0.1	3.3	-7.5
N#C[C@H]1[C@@H](c2ccc(-c3ccccc3F)cc2)[C@@H](CO)N1C(=O)C1CC1	1.7	4.8	4.1	1.1	7.0	0.6	/	-1.2
CC(C)N1C(=O)C(=O)N(CC(=O)N2c3ccccc3CC2C)C1=O (stereo unspecified)	6.2	-3.9	/	3.9	32.9	-1.2	0.8	-10.2
CC(CC(=O)Nc1ccc2c(c1)OCCO2)c1ccccc1 (stereo unspecified)	5.6	-12.9	/	-1.5	-1.2	/	0.5	-4.4
CN1C(CCl)Nc2cc(Cl)c(S(N)(=O)=O)cc2S1(=O)=O (stereo unspecified)	4.5	4.0	-1.7	-1.0	6.4	/	/	-20.1
C[C@H]1CN([C@@H](C)CO)C(=O)CCCn2nncc2CO[C@@H]1CN(C)C(=O)c1ccncc1	-1.9&2.0	-5.3&-10.6	-1.1&-2.8	-1.5&0.6	-0.7&12.2	0.1&-1.9	-8.1	5.8&9.7
O=C1C2C3CC(C2C(=O)N1c1cccc(Cl)c1)[C@H](O)C3O (stereo partly specified)	-0.2	-3.4	12.6	2.7	/	0.5	/	15.5
CCN1C(=O)C2(C(C#N)=C(N)Oc3c2c(C)nn3-c2ccccc2)c2ccccc21 (stereo unspecified)	-2.6	/	-37.2	-4.3	0.2	-2.2	0.0	-11.5
CCC(c1nnnn1C1CCCCC1)N1CCN(C2CCCC2)CC1 (stereo unspecified)	0.4	/	/	0.3	-1.2	/	7.0	-24.7
Cc1ccc(CCNC(=O)C2CCN(S(=O)(=O)c3ccc4nc5c(c(C(=O)O)c4c3)CCCC5)CC2)cc1	-2.9	-8.6	-12.3	1.7	4.4	3.0	-3.8	1.4
Cc1c(NC(=O)CSc2nncn2-c2ccccc2)c(=O)n(-c2ccccc2)n1C	2.7	-1.1	8.3	0.0	-0.3	5.5	0.2	3.3
C=CCOC(=O)[C@H]1[C@@H]2C(=O)O[C@@H](c3ccccc3)[C@@H](c3ccccc3)N2[C@@H](c2ccc(OCCOC(=O)[C@H]3C[C@H]4C(=O)NCC(=O)N4[C@H]3c3ccc(O)cc3)cc2)[C@]12C(=O)Nc1ccccc12	0.0	/	/	-9.8	/	-0.1	/	7.0
COc1ccc(CCNS(=O)(=O)c2ccc3c(c2)n(C)c(=O)c(=O)n3C)cc1OC	-1.7	-7.2	6.0	0.4	4.0	1.4	-3.8	7.2

Screening data (PubChem)
